# Ins promoter up: insulin promoter activators in MIN6 cells, imaging, high-content screening, mouse beta cells; MIN6 insulin promoter-GFP reporter; hits give high values; z-score at 5 µM; 0.3% of 190,000 active;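 active = z-score above 3 at 5 µM with at least 500 cells counted in the well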
# b-catenin transl: modulators of beta-catenin nuclear translocation, primary screen, imaging, HeLa cells, immunofluorescence, high-content; nuclear translocation activity, % at 5 µM; 0.3% of 190,000 active; AID 1665, 2009;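 active = nuclear translocation activity above 50% at 5 µM, with a well cell count of 50 or more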;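 note: per-cell ratio of nuclear to cytoplasmic median beta-catenin stain intensity; plate controls were DMSO negative control for no effect and GSK-3 inhibitor IX positive control for full effect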
#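 Signal – beta-catenin immunofluorescence imaging with DAPI · Test system – human HeLa cell line · Dosing – 5 µM primary single dose, 0.1% DMSO, 0.02–20 µM confirmation series · Measure – % activation, nuclear-to-cytoplasmic median beta-catenin signal ratio per cell · Incubation – 24 h compound exposure at 37°C, 5% CO2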
# P. falciparum M17LAP: P. falciparum M17LAP inhibitors, primary screen, biochemical, fluorogenic H-Leu-NHMec substrate, 1536-well (AID 1619); Leucine aminopeptidase (Plasmodium falciparum (isolate 3D7)); recombinant M17LAP, H-Leu-NHMec fluorogenic kinetic assay; higher % means a stronger effect; inhibition, % at 30 µM; hits with a dose series show IC50 in µM; 0.38% of 220,000 active;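 active = compound inhibiting the enzyme by more than half at any dose during confirmatory dose-response retesting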;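 note: plate controls were full reaction with DMSO carrier for no effect and no enzyme background for full effect; strong numbers were not always called active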
# Dynein cargo inh: inhibitors of GR-EGFP nuclear translocation, primary screen, dynein cargo transport inhibitor project, imaging, high-content, 3617.4 mouse cells; AID 1381, 2008; 0.47% of 220,000 active; z-score, hits read low; test concentration mostly 20 µM; stimulated with dexamethasone, 1 µM; hits give low values;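 active = plate z-score of nuclear minus cytoplasmic receptor signal below a set negative limit, without overly bright fluorescence or cell loss, cut at about -3.5 in these data, passing the limit was not always enough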;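 note: z-score of nuclear minus cytoplasmic ring GR-EGFP intensity difference per well; some compounds called inactive have numbers as strong as hits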
#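 Buffer or medium: tet-free, stripped-serum medium; reagent: dexamethasone at 1.0 µM final, 30 min; incubation: 48 h induction, 1 h compound, 30 min dex at 37 °C; measured by: formaldehyde fixation, Hoechst nuclear stain, 10x automated fluorescence imaging; read-out: nuclear-to-cytoplasmic GR-EGFP distribution per well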
# MT stabilize HCS: microtubule stabilizers in HeLa cells, primary screen, imaging, high-content imaging; HeLa tubulin immunostaining HCS, 24 h; share of cells brighter than vehicle mean+2SD; % tubulin-high responders, % at 10 µM; 0.83% of 200,000 active; AID 2205, 2009;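 active = plate Z-score above 3 for both tubulin-high and condensed-nucleus cell shares, with cell loss under 80%, at 10 µM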;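 note: anti alpha tubulin signal scored within the nucleus-defined area of each cell; some results filed as inactive read as strong as hits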
# Yfh1-depleted yeast: enhancers of respiration in Yfh1-depleted yeast, dose response, Friedreich's ataxia, plus single-dose screen (AID 1465); 0.074% of 220,000 active; S. cerevisiae Yfh1-off respiration, WST-1 reduction, 72 h; higher fold induction means a stronger effect; fold induction at 50 µM, or EC50 in µM where a hit was titrated;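 active = fold induction of absorbance versus untreated yeast above a set limit, then at least 30% activation at any dose in follow-up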;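 note: activators that raise dye reduction in frataxin-depleted yeast; strong numbers were not always called active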
# NOD1 inhibition: NOD1 signaling inhibitors, primary screen, cell-based, luminescence, uHTS (AID 1578). NOD1-driven NF-kB luciferase reporter cells, luminescence; higher % means a stronger effect. 1% of 290,000 active. inhibition, % at 4 µM; hits with a dose series show EC50 in µM; in the data active = inhibition mostly above about 36%, no sharp cut-off; inactive = mostly below about 34%;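 note: HEK-293T reporter cells stimulated with the NOD1 agonist gamma-tri-DAP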
# Autophagy HCS: autophagy modulators in MEF cells, primary screen, imaging, high-content, MEF GFP-LC3 | MEF GFP-LC3 puncta imaging; test concentration mostly 10 µM | calls only at 10 µM (by protocol) | 0.98% of 190,000 active | AID 463193, 2010;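 active = percentage of spot-positive cells more than 3 SD above its plate mean, without a fluorescence outlier flag or 80% toxicity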;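 note: spot-positive cell cutoff set from DMSO-treated cells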
# NOD2 inhibition: NOD2 signaling inhibitors, cell-based, luminescence, uHTS, HEK293 (AID 1566); one-dose inhibition, % at 4 µM; EC50 in µM for titrated hits; 0.63% of 290,000 active; HEK293 NOD2/NF-kB luciferase reporter, luminescence; higher % means a stronger effect; in the data active = inhibition above about 50%; note: many of its hits are not listed in these tables
# Dynein cargo inh cytoplasmic EGFP: recorded beside Dynein cargo inh, whose call it bears; z-score; measured here: cytoplasmic GR-EGFP intensity; hits give high values
# Dynein cargo inh nuclear GR-EGFP: recorded beside Dynein cargo inh, whose call it bears; z-score; measured here: nuclear GR-EGFP intensity;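 lower value marks the stronger effect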
# Dynein cargo inh cell count: further read-out of Dynein cargo inh, marked with its call; z-score; measured here: cell count per field
# Ins promoter up cell count: also measured in Ins promoter up; calls as there; cell count; measured here: cytotoxicity, nuclei count;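 total cells summed across four imaged fields per well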
# b-catenin transl cell count 5 µM: recorded beside b-catenin transl, whose call it bears; cell count; measured here: cell count, cytotoxicity flag
# MT stabilize HCS Hoechst-high %: second read-out of MT stabilize HCS, no call of its own (marks repeat the call); % Hoechst-high responders; measured here: nuclear condensation Hoechst responders;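 share of cells brighter than vehicle mean plus two SD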
# MT stabilize HCS cytotoxicity %: also measured in MT stabilize HCS; calls as there; toxicity, %; measured here: cytotoxicity by cell density;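 0% = mean cell density of plate MIN control wells and 100% = no cells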
# Autophagy HCS cell loss 18 h: recorded beside Autophagy HCS, whose call it bears; toxicity, %; measured here: cell loss, nuclei count;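 cell loss after 18 h compound exposure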
# Starred values were filed as active, the others as inactive; i = inactive; x = not tested or not shown. Some of the compounds tested; rates above refer to the full screens.
smiles	MT stabilize HCS	b-catenin transl cell count 5 µM	Dynein cargo inh cytoplasmic EGFP	Dynein cargo inh	Yfh1-depleted yeast	Ins promoter up	NOD1 inhibition	Autophagy HCS	NOD2 inhibition	Ins promoter up cell count	Autophagy HCS cell loss 18 h	P. falciparum M17LAP	Dynein cargo inh nuclear GR-EGFP	MT stabilize HCS Hoechst-high %	b-catenin transl	MT stabilize HCS cytotoxicity %	Dynein cargo inh cell count
CCN(CC)c1ccc(/C=N/NC(=O)c2ccc([N+](=O)[O-])cc2)cc1	6.0	1100	-0.32	0.23	i	-0.21	-18%	i	6%	1130	-5	1%	0.039	2.5	-1.8	4.8	0.76
c1ccc(CNn2c(N3CCOCC3)nc3ccccc32)cc1	2.8	1369	-0.15	2.6	i	-0.47	-9%	i	-3%	1580	19	2%	1.5	3.5	1.9	19	-0.97
NC(=O)c1cc(-c2ccccc2)nc(N2CCOCC2)n1	2.7	1074	-0.26	-0.5	i	0.08	12%	i	8%	1964	-1	9%	-0.45	1.9	-0.8	6.0	1.4
O=S(=O)(c1ccc(OCC(O)CN2CCCCC2)cc1)N1CCOCC1 (stereo not given)	2.2	1118	-0.19	0.69	i	x	-4%	i	-19%	x	-8	0%	0.37	1.2	-1.3	8.1	0.31
O=C1CC(N2CCOCC2)C(=O)N1c1ccc(Cl)cc1 (stereo not given)	x	1336	-0.19	-0.12	i	-0.45	-7%	x	14%	994	x	0%	0.42	x	-0.1	x	0.13
COc1cccc(NC(=S)/C(=C(\[O-])c2cc(C)n(-c3ccccc3F)c2C)[n+]2ccc(N(C)C)cc2)c1	5.5	1060	-0.23	-0.35	i	-2	16%	i	36%	947	13	21%	-0.21	2.1	-0.7	6.9	0.089
COc1cccc(Cn2cnc3c(NS(=O)(=O)c4cc(Cl)ccc4Cl)c(C)c(C)cc32)c1	0.8	1093	-0.25	-0.11	i	0.72	-30%	i	-9%	1911	29	-1%	-0.35	2.6	-1.3	11	0.31
O=C(C1=C[C@H](c2csc3ccccc23)C[C@H](OCCCCO)O1)N1CCN(Cc2ccccc2)CC1	1.5	907	-0.19	0.27	i	2.1	36%	i	-18%	1484	38	2%	0.48	1.0	3.7	4.4	-0.88
O=C(NCc1cccc(Cl)c1)c1cccc(C(F)(F)F)c1	1.4	868	0.52	0.73	i	-0.48	-25%	i	10%	1350	42	7%	0.17	1.6	1.0	6.2	-1.1
CNc1ccc(S(=O)(=O)NCC(=O)OCC(=O)Nc2cccc(Cl)c2Cl)cc1[N+](=O)[O-]	2.6	x	0.37	-0.28	i	0.62	-37%	i	-1%	1316	5	38%	-0.39	3.5	x	6.3	0.33
COc1ccc(N(C)S(=O)(=O)c2ccc(Cl)c(C(=O)NCCc3ccc(Cl)cc3)c2)cc1	3.1	1481	-0.044	0.17	i	-1.5	-5%	i	0%	1365	27	16%	0.51	2.7	0.8	8.2	-1.5
Cc1cccc(NC(=O)C2CCCN2S(=O)(=O)c2ccc3c(c2)n(C)c(=O)c(=O)n3C)c1 (stereo not given)	4.4	608	0.17	1.8	x	0.21	-34%	i	0%	1206	7	4%	2.4	2.9	-3.7	8.1	-1.7
Cc1ccc(C(=O)Nc2cc(-c3ccn[nH]3)c(C)n(N)c2=O)cc1	1.1	1095	-0.34	-0.8	i	-0.28	-12%	i	13%	1393	37	7%	-0.12	2.2	-1.4	6.0	0.3
Cc1cc(C)n(-c2ncnc3c2oc2ccccc23)n1	2.0	1181	-0.21	-0.43	i	0.6	-21%	i	-10%	1352	-13	4%	-0.12	1.9	-0.8	6.0	0.22
COc1ccc(-c2noc(=O)n2CC(=O)N2CCC(Cc3ccccc3)CC2)cc1	2.5	963	-0.3	-0.42	i	-0.15	-38%	i	8%	1624	16	0%	0.014	1.6	-2.0	2.1	0.68
Cc1ccc(C(NC(=O)NC(C)c2ccccc2)C(Cl)(Cl)Cl)cc1F (stereo not given)	9.1	1113	-0.18	-0.0006	i	0.64	-12%	i	-4%	1642	5	5%	-0.21	2.0	-0.3	15	-0.48
Cc1cc(NC(=O)Cn2cnc3c2c(=O)n(C)c(=O)n3C)n(-c2ccccc2)n1	4.2	1129	-0.16	-0.092	i	0.19	-24%	i	4%	1676	0	-1%	-0.074	2.8	-0.8	6.0	0.025
CCOC(=O)c1cc(-c2ccco2)nc2c1c(C)nn2CCC#N	0.7	1079	0.036	-2.2	i	-0.53	-26%	i	2%	1878	3	32%	-0.84	1.5	-1.2	3.9	0.41
CC1=C(C(N)=O)C(c2cccs2)n2ncnc2N1 (stereo not given)	x	1313	-0.22	0.79	i	-0.04	0%	x	13%	1044	x	4%	1.1	x	0.6	x	-1.1
COc1cc(/C=N/NC(=O)CCn2nc(C)cc2C)ccc1O	x	1327	-0.19	-0.43	i	-0.53	3%	x	17%	1149	x	3%	-0.26	x	0.7	x	0.34
CC(=O)Nc1ccc(S(=O)(=O)Nc2ccc(N3CCOCC3)cc2)cc1	3.9	1197	-0.38	0.3	i	-0.61	3%	i	5%	1175	4	-1%	0.067	2.2	-7.9	1.1	-0.025
CCOCCCNC(=O)CN1C(=O)/C(=C/c2ccccc2C)Sc2ccccc21	2.5	1081	-0.13	0.89	i	x	2%	i	2%	x	-5	1%	0.63	2.6	0.4	15	-0.087
CCOC(=O)c1cnn(-c2nc(OC)cc(OC)n2)c1C(F)(F)F	3.3	977	-0.25	-0.96	i	0.21	-13%	i	10%	1513	17	3%	-0.29	1.9	0.2	3.8	0.41
COc1cc2nc(SCC(=O)NCCc3ccccc3)n(Cc3ccco3)c(=O)c2cc1OC	2.1	1044	-0.16	0.56	i	-1.1	-16%	i	1%	1255	7	15%	0.57	3.6	0.1	6.6	0.081
CC(=O)NCCC(=O)Nc1nc(C)c(Cc2ccc3c(c2)OCO3)s1	1.5	977	-0.18	0.33	i	0.04	-26%	i	18%	1426	8	-17%	0.7	1.9	-0.3	5.9	-1.1
COc1ccc(CCNC(=O)COc2ccc(C)nc2[N+](=O)[O-])cc1OC	2.9	1125	-0.13	2.5	i	0.56	3%	i	38%	1385	-8	-1%	0.83	1.9	-3.5	4.9	-1.1
CCOC(=O)CCCNC(=O)COC(=O)c1cc(C)cc(C)c1	2.5	1124	-0.27	0.69	x	x	-38%	i	8%	x	3	1%	0.77	1.9	-1.1	3.4	-1

# Some of the entries so far, as labelled records:
> CCOC(=O)c1cnn(-c2nc(OC)cc(OC)n2)c1C(F)(F)F
  MT stabilize HCS = 3.3 | b-catenin transl cell count 5 µM = 977 | Dynein cargo inh cytoplasmic EGFP = -0.25 | Dynein cargo inh = -0.96 | Yfh1-depleted yeast = i | Ins promoter up = 0.21 | NOD1 inhibition = -13% | Autophagy HCS = i | NOD2 inhibition = 10% | Ins promoter up cell count = 1513 | Autophagy HCS cell loss 18 h = 17 | P. falciparum M17LAP = 3% | Dynein cargo inh nuclear GR-EGFP = -0.29 | MT stabilize HCS Hoechst-high % = 1.9 | b-catenin transl = 0.2 | MT stabilize HCS cytotoxicity % = 3.8 | Dynein cargo inh cell count = 0.41
> COc1cc2nc(SCC(=O)NCCc3ccccc3)n(Cc3ccco3)c(=O)c2cc1OC
  MT stabilize HCS = 2.1 | b-catenin transl cell count 5 µM = 1044 | Dynein cargo inh cytoplasmic EGFP = -0.16 | Dynein cargo inh = 0.56 | Yfh1-depleted yeast = i | Ins promoter up = -1.1 | NOD1 inhibition = -16% | Autophagy HCS = i | NOD2 inhibition = 1% | Ins promoter up cell count = 1255 | Autophagy HCS cell loss 18 h = 7 | P. falciparum M17LAP = 15% | Dynein cargo inh nuclear GR-EGFP = 0.57 | MT stabilize HCS Hoechst-high % = 3.6 | b-catenin transl = 0.1 | MT stabilize HCS cytotoxicity % = 6.6 | Dynein cargo inh cell count = 0.081
> CC(=O)NCCC(=O)Nc1nc(C)c(Cc2ccc3c(c2)OCO3)s1
  MT stabilize HCS = 1.5 | b-catenin transl cell count 5 µM = 977 | Dynein cargo inh cytoplasmic EGFP = -0.18 | Dynein cargo inh = 0.33 | Yfh1-depleted yeast = i | Ins promoter up = 0.04 | NOD1 inhibition = -26% | Autophagy HCS = i | NOD2 inhibition = 18% | Ins promoter up cell count = 1426 | Autophagy HCS cell loss 18 h = 8 | P. falciparum M17LAP = -17% | Dynein cargo inh nuclear GR-EGFP = 0.7 | MT stabilize HCS Hoechst-high % = 1.9 | b-catenin transl = -0.3 | MT stabilize HCS cytotoxicity % = 5.9 | Dynein cargo inh cell count = -1.1
> COc1ccc(CCNC(=O)COc2ccc(C)nc2[N+](=O)[O-])cc1OC
  MT stabilize HCS = 2.9 | b-catenin transl cell count 5 µM = 1125 | Dynein cargo inh cytoplasmic EGFP = -0.13 | Dynein cargo inh = 2.5 | Yfh1-depleted yeast = i | Ins promoter up = 0.56 | NOD1 inhibition = 3% | Autophagy HCS = i | NOD2 inhibition = 38% | Ins promoter up cell count = 1385 | Autophagy HCS cell loss 18 h = -8 | P. falciparum M17LAP = -1% | Dynein cargo inh nuclear GR-EGFP = 0.83 | MT stabilize HCS Hoechst-high % = 1.9 | b-catenin transl = -3.5 | MT stabilize HCS cytotoxicity % = 4.9 | Dynein cargo inh cell count = -1.1

# High-throughput results deposited in PubChem by several laboratories.
